Screening data from PubChem.
MITF act – activators of MITF-driven TRPM1 promoter reporter, primary screen, cell-based, SK-MEL-5, luciferase, single point; SK-MEL-5 TRPM1-promoter luciferase, 24 h; % of positive control, neutral wells = 0; activation, % at 12.5 µM; 300,000 tested, 0.75% active;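 active = mean activation of at least 80% with every replicate also reaching 80%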;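 note: 0% = neutral control wells and 100% = parthenolide positive control wells; values of inactives mirror those of a sister screen read the other way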
CDK5 inh – inhibitors of human CDK5/p35 kinase, primary screen, biochemical, single concentration; Cyclin-dependent kinase 5 (Homo sapiens) + Cyclin-dependent kinase 5 activator 1 (Homo …; Recombinant CDK5/p35, ADP-Glo luminescence, 60 min; inhibition, % at 10 µM; 330,000 tested, 0.01% active;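 active = highest replicate inhibition of at least 50% and at least 75% of replicates reaching 50%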;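 note: plate controls were DMSO neutral control for no effect and GW8510 at 10 µM for full effect; many of its hits are not listed in these tables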
Target sequence (Q00535 whole entry, looked up): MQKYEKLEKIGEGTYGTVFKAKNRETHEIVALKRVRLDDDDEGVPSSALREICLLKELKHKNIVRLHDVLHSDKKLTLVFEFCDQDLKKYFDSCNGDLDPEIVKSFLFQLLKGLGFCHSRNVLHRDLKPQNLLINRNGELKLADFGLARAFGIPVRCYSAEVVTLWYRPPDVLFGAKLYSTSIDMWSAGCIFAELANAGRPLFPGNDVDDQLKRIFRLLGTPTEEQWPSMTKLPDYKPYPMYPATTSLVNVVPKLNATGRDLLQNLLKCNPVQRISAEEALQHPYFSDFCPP
Target sequence (Q15078 whole entry, looked up): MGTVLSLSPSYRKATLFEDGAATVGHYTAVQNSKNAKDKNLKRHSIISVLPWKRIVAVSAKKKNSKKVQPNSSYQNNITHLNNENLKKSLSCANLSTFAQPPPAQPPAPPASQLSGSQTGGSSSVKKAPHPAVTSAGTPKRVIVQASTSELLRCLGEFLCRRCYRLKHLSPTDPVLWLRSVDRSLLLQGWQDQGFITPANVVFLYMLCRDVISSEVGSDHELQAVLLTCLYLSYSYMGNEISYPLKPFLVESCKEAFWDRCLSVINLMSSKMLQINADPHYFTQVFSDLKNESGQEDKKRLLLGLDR
Rtt109 Vps75 – inhibitors of C. albicans Rtt109/Vps75 HAT, primary screen, biochemical, ThioGlo CoA-SH fluorescence, plate reader. AID 540336, 2011. 330,000 tested, 0.16% active. Histone acetyltransferase RTT109 (Candida albicans (strain SC5314 / ATCC MYA-2876)), …. purified Rtt109/Vps75, 4 h. inhibition, % at 34.9 µM;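 active = inhibition of at least 50% in every replicate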
dFosB activator – activators of delta FosB homodimer, primary screen, biochemical, fluorescence polarization, TAMRA-CDK5 oligo, single point. purified delta FosB; percent of positive-control signal above neutral wells. Protein FosB (Mus musculus), P13346. AID 493131, 2011. 340,000 tested, 0.99% active. activation, % at 25 µM;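 active = mean activation above about 17%, with every replicate also reaching it, limit read from the data, passing the limit was not always enough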;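 note: fluorescence polarization rise as delta FosB binds a TAMRA Cdk5 AP-1 oligo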
Target sequence (P13346 whole entry, looked up): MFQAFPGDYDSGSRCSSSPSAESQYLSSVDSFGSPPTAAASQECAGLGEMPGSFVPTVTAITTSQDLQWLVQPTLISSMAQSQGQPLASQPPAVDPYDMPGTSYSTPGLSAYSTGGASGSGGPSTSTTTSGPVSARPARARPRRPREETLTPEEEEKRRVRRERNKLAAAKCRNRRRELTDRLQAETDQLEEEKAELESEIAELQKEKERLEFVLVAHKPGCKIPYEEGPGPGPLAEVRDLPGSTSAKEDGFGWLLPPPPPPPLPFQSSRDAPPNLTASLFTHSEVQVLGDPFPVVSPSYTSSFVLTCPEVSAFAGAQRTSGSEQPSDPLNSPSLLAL
CAL PDZ FP-1 – CAL PDZ peptide-binding inhibitors, primary screen, biochemical, fluorescence polarization, Cer-tagged CAL PDZ, HTS; Golgi-associated PDZ and coiled-coil motif-containing protein (Homo sapiens), Q9HD26; purified CAL PDZ, TMR-peptide fluorescence polarization, 1 h; inhibition, % at 20 µM; 330,000 tested, 0.02% active; AID 504414, 2011;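 active = highest replicate inhibition of at least 40%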;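 note: plate controls were DMSO neutral control wells for no effect and unlabeled competitor peptide control wells for full effect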
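material = purified tagged CAL PDZ domain construct (CerCALP) | compound dosing = 20 µM, one dose | times = 1 h at RT | measured by = fluorescence polarization from S- and P-plane intensities, G-factor corrected | read-out = inhibition from polarization loss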
RTF Ca sens act – cardiac RTF calcium sensitivity activators, primary screen, biochemical, IANBD-TnC fluorescence, EC20 calcium; Troponin I, cardiac muscle (Homo sapiens) + Troponin T, cardiac muscle (Homo sapiens) + …; IANBD-labeled TnC RTF fluorescence at EC20 calcium; 0% EC20 calcium, 100% full calcium; activation, % at 7.2 µM; 340,000 tested, 0.24% active;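 active = activation above the mean over all tested compounds plus 3 SD, cut at about 30% in these data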;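 note: rise in fluorescence read as greater calcium sensitivity of cardiac thin filaments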
V-ATPase pHluor – regulators of yeast V-ATPase proton pumping, primary screen, pHLuorin cytosolic pH fluorescence. S. cerevisiae. response, % at 10 µM. 350,000 tested, 0.37% active; in the data active = response mostly above about 7.3%, no sharp cut-off; inactive = mostly below about 5.4%; note: actives read high; inactives centre near 0; some compounds called inactive have numbers as strong as hits; reference of the scale not given here
Tat export inh – E. coli Tat export inhibitors, primary screen, MC4100, TorA-mCherry reporter, fluorescence, single point; inhibition, % at 10 µM; 340,000 tested, 0.036% active;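 active = mean replicate inhibition at least 50% and at least half of replicates individually reaching 50%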;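 note: exported cargo escapes ClpAP degradation while cytoplasmic cargo is degraded and loses fluorescence; 0% = median of neutral control wells and 100% = median of NaSCN control wells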
CAL PDZ FP-2 – untagged CAL PDZ binding inhibitors, primary screen, biochemical, fluorescence polarization, HTS. purified CAL PDZ, TMR-peptide fluorescence polarization, 1 h. inhibition, % at 24.9 µM. 300,000 tested, 0.92% active. AID 602252, 2012;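 active = mean inhibition of at least 30% with at least half of replicates also reaching 30%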;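 note: 0% = DMSO neutral control and 100% = excess unlabeled competitor peptide PRC23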
Wnt act – Wnt/beta-catenin pathway activators, primary screen, cell-based, plate reader, single point | AID 743398, 2014 | Wnt/beta-catenin reporter cell assay, activator | activation, % at 9.35 µM | 300,000 tested, 1.2% active; in the data active = activation above about 30%, passing the limit was not always enough;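 note: 0% = neutral control wells and 100% = positive control wells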
* marks the source's active call; other numbers are inactive results; nt = not tested or not shown.

SMILES	MITF act	CDK5 inh	Rtt109 Vps75	dFosB activator	CAL PDZ FP-1	RTF Ca sens act	V-ATPase pHluor	Tat export inh	CAL PDZ FP-2	Wnt act
COc1ccc(/C=N\NC(=O)c2cc3c(ccc4ccccc43)o2)cc1O	-16	-0.9	-4	0	-1.3	2	-4	-4	-2	-1
COc1ccccc1C(=O)NCCC(=O)NCc1cccs1	-4	-0.7	1	-2	-0.3	6	5	-4	nt	-1
CCCCS(=O)CC(COCc1ccccc1)OC(=O)CSc1nc(C)cc(C)n1 (configuration not stated)	-6	-0.3	6	-3	-0.3	-1	-2	1	1	nt
N#Cc1cc(O)c(-n2nnc3ccccc32)cc1C#N	-8	-1.5	-1	-13	1.0	5	-1	6	-5	-1
C/[N+]([O-])=C\C1C(=O)CCCC1=O	-5	-4.6	3	-10	nt	8	13	0	6	-1
O=C1CC[C@@H](C(=O)N2CSC[C@H]2C(=O)O)N1	-2	-0.1	3	5	0.6	1	-2	-7	-2	0
CCCn1nc(NC(=O)COC)c2cc3cc(C)ccc3nc21	29	0.1	7	-3	-0.7	4	-6	-1	-5	nt
Cc1cc(=O)n2nc(N3CCCC(C(=O)NCc4ccco4)C3)sc2n1 (configuration not stated)	12	1.9	-1	-4	-1.3	1	nt	-4	-3	nt
COc1cc(CNc2nc3c(C)cc(C)cc3s2)ccc1O	-1	-1.7	4	-8	-0.1	-3	-1	8	-2	-3
CC1CCCN(S(=O)(=O)c2ccc(C(=O)Nc3nnc(-c4ccccc4Cl)o3)cc2)C1 (configuration not stated)	-26	-0.5	1	-17	0.2	-6	0	-5	-5	nt
Cc1cccc(OCCNC(=O)c2ccc(Cl)c(S(=O)(=O)NCc3cccnc3)c2)c1	-24	-4.1	2	-6	-3.9	1	-1	4	0	-9
COc1cc(C2=NOC(C(=O)N3CCCc4ccccc43)C2)cc(OC)c1OC (configuration not stated)	-9	1.0	2	0	-0.8	-10	-8	9	-2	nt
C/C(=N\NC(=O)Cc1ccc(F)cc1)c1ccc(F)cc1	-5	-4.3	0	-1	0.3	-4	5	-6	-1	nt
CCOc1ccccc1NC(=O)CSc1ccc(-c2sc(C)nc2C)nn1	-6	0.2	-1	-23	-1.2	1	-3	7	21	-4
CCCCCCCn1c(=N)n(CC(=O)c2ccco2)c2ccccc21	-36	-5.5	19	-9	-2.4	8	2	2	4	-6
CCN(CC(=O)Nc1c(F)cccc1F)C(=O)c1ccc(N2CCCCC2)c([N+](=O)[O-])c1	2	-0.2	6	-3	-2.4	0	1	2	-1	1
N=c1c(C(=O)NCCN2CCOCC2)cc2c(=O)n3ccccc3nc2n1Cc1ccc(F)cc1	-4	0.3	-29	-2	0.1	-4	-20	-2	nt	-1
CCOc1ccc(C(=O)Nc2cccc3ncccc23)cc1Cl	-1	-0.2	2	-16	1.4	-8	1	9	-2	-1
CCOC(=O)c1ccccc1NC(=O)COC(=O)C(Cc1c[nH]c2ccccc12)NC(C)=O (configuration not stated)	-3	-0.2	0	-7	0.3	-7	-2	-1	-2	-1
Cc1[nH]c(C)c(S(=O)(=O)N(Cc2ccccc2)C(C)(C)C)c1C(=O)N1CCCC1	1	nt	0	-1	-3.4	5	10*	4	nt	-3
Cc1ccc(C2CCN(C(=S)Nc3cccc(C)c3)C2)cc1 (configuration not stated)	13	0.2	5	-3	0.2	-2	0	-5	12	1
Cc1ccc(Nc2nc(C)cc(C)c2C(N)=O)c(C)c1	nt	-2.0	-1	0	-0.5	0	1	2	0	1
COc1ccc(C2C(CC(=O)O)=C(O)C(=O)N2c2ccccc2)cc1 (configuration not stated)	16	-0.4	9	-5	-0.1	5	2	-6	-4	2
CC(=O)NS(=O)(=O)c1ccc(NC(=S)NC(=O)C(C)C)cc1	nt	-1.7	-6	-2	-1.3	0	-2	-7	nt	-1
Cc1cc(OCCCC(=O)N2CCCCC2)cc(C)c1Cl	4	0.0	2	-1	0.1	0	-1	10	-3	nt
Next results follow:
SMILES	MITF act	CDK5 inh	Rtt109 Vps75	dFosB activator	CAL PDZ FP-1	RTF Ca sens act	V-ATPase pHluor	Tat export inh	CAL PDZ FP-2	Wnt act
c1ccc2c(c1)ncn2Cc1nnc2sc(-c3ccncc3)nn12	nt	1.3	nt	-2	-1.7	-1	-1	-2	2	nt
CCCSc1n[nH]c(NC(C)=O)n1	22	-1.3	-2	3	-0.6	-2	-1	-10	-7	-1
Cc1cc(C)c2c(CC(=O)NCCc3ccccc3)coc2c1	2	0.3	-10	-6	-0.6	0	1	-11	7	0
Cc1cc(C(=O)N2CCN(Cc3ccc4c(c3)OCO4)CC2)cs1	9	-0.2	2	-5	-1.3	-6	-4	5	nt	-4
COc1ccc(C(C)C)cc1S(=O)(=O)Nc1ccc(Cl)cn1	-4	1.7	0	-7	-5.7	8	nt	-1	1	nt
Cc1cccc(N2CCN(C(c3ccccc3)c3nnnn3C(C)(C)C)CC2)c1C (configuration not stated)	15	0.0	6	1	-0.9	-1	1	-1	-5	-4
COc1cc(S(=O)(=O)Nc2ccc(C)cc2)ccc1N=Cc1c(C)c(C#N)c(=O)n(C)c1O	-44	0.1	-58	128*	-0.5	nt	-2	-4	4	-2
CCCCNc1c([N+](=O)[O-])c(=O)n(C)c2ccccc12	-1	-0.5	2	6	-1.6	4	1	-7	17	0
COc1ccc(OC)c(-c2cc(C(=O)Nc3ccc(F)cc3F)no2)c1	2	1.2	-3	33*	-0.4	0	4	1	-4	2
Cc1cccc(NC(=O)c2cc([N+](=O)[O-])ccc2NCC2CCCO2)n1 (configuration not stated)	1	0.2	22	-11	-2.7	0	0	5	-3	0
O=C(CSc1ncnc2ccccc12)NCCc1ccccc1	4	0.3	-2	-2	11	2	-3	-3	45*	-2
O=C(Cn1cc(C(F)(F)F)ccc1=O)NC1CCCC1	-4	0.0	2	-4	-3.6	-4	16	-9	0	-1
O=C(Nc1ccccn1)C1CCN(C(=O)Nc2ccccc2)CC1	-13	-3.2	-6	8	-2.4	-3	-5	3	1	-2
Cn1c(=O)oc2cc(S(=O)(=O)Nc3ccc(F)cc3)ccc21	-8	-0.5	-3	2	-0.6	-3	7.4*	7	0	-1
CCCCNC(=O)c1ccccc1NC(=O)c1ccccc1N(C)S(C)(=O)=O	nt	3.4	3	0	-0.9	-3	5	-6	nt	nt
CCOC(=O)c1sc(-c2ccccc2)cc1NC(=O)c1ccc(S(=O)(=O)N(CCOC)CCOC)cc1	10	1.0	-6	-3	-2.9	2	-1	0	0	6
C=CCN(CC=C)CCCOc1ccccc1C(=O)OC	-6	1.4	-1	-3	-1.9	-1	1	-9	-1	-3
Cc1cc2[nH]c(=O)c(=O)[nH]c2cc1S(=O)(=O)N1CCN(c2ccccc2)CC1	-7	0.1	-3	3	-0.4	4	6	-6	-1	3
NC(=O)CSc1nnc(-c2cccnc2)n1CCc1ccccc1	nt	-0.5	4	8	nt	7	-2	-3	-2	3
CC(=O)Nc1ccc(C(=O)NNC(=O)c2cccc(C)c2)cc1	6	0.8	-3	-5	-0.6	-2	0	-1	41*	-3
CC(=O)N1C(=O)C2(C(C#N)=C(N)Oc3n[nH]c(-c4ccccn4)c32)c2ccccc21 (configuration not stated)	-17	-4.6	8	0	0.1	2	-5	21	0	-3
COc1cccc(NC(=O)c2ccccc2SC)c1	7	-1.3	-5	-1	-2.7	-3	1	2	0	-2
O=c1cc(O)c2sc(Nc3ccc(F)c(Cl)c3)nc2[nH]1	-30	0.0	-2	-5	-0.5	nt	1	-2	-1	-2
Cc1cc(=O)nc2c3ccccc3n(C(C)C(=O)Nc3c(F)c(F)c(F)c(F)c3F)n12 (configuration not stated)	14	-0.6	2	-11	5.7	4	-3	3	82*	-3
Nc1ccccc1S(=O)(=O)C(F)F	nt	0.5	3	1	0.0	0	5	3	-2	3

Single records, from the list above.
`CCCCNC(=O)c1ccccc1NC(=O)c1ccccc1N(C)S(C)(=O)=O` is listed as MITF act: nt; CDK5 inh: 3.4; Rtt109 Vps75: 3; dFosB activator: 0; CAL PDZ FP-1: -0.9; RTF Ca sens act: -3; V-ATPase pHluor: 5; Tat export inh: -6; CAL PDZ FP-2: nt; Wnt act: nt
`C=CCN(CC=C)CCCOc1ccccc1C(=O)OC` is listed as MITF act: -6; CDK5 inh: 1.4; Rtt109 Vps75: -1; dFosB activator: -3; CAL PDZ FP-1: -1.9; RTF Ca sens act: -1; V-ATPase pHluor: 1; Tat export inh: -9; CAL PDZ FP-2: -1; Wnt act: -3

New compounds follow.
SMILES	MITF act	CDK5 inh	Rtt109 Vps75	dFosB activator	CAL PDZ FP-1	RTF Ca sens act	V-ATPase pHluor	Tat export inh	CAL PDZ FP-2	Wnt act
O=C(COc1ccccc1F)Nc1ccc2c(c1)CCC2	nt	0.9	-2	2	0.1	-3	0	-4	-4	43*
CN(C(=O)CCN1C(=O)C(C)(C)Nc2ccccc21)c1ccccc1	-10	-1.0	2	-4	-1.3	2	-3	-2	-1	nt
COc1ccc(N(C(=O)C(C)C)S(=O)(=O)c2cccc3cccnc23)cc1	13	-1.6	-2	-1	-0.3	4	3	6	-4	-2
CC(C(=O)N1CCCc2c1c(=O)oc1ccc(O)cc21)N1CCc2ccccc2C1 (configuration not stated)	-8	-0.1	1	-10	-0.6	-6	-1	-2	-2	-1
COc1ccccc1-n1nnnc1SCC(=O)Nc1ccccn1	-1	-1.6	1	1	-1.0	4	4	-6	-2	-4
CC1C/C(=N/N2C(=O)CSC2=S)CC(C)(C)C1 (configuration not stated)	5	0.0	1	1	-1.5	-1	-4	2	1	-2
COc1ccc(/C=C/C(=O)OCC(=O)NC(C)CCc2ccccc2)cc1OC (configuration not stated)	-1	0.0	2	-8	0.0	-5	0	-15	-6	-1
COc1cc(NC(=O)CCS(=O)(=O)c2ccc3c(c2)oc(=O)n3C)cc(OC)c1	-1	nt	1	-3	-1.6	1	-1	-1	-5	-4
O=C(c1cccs1)N1CCN(S(=O)(=O)c2cccs2)CC1	-10	0.4	-1	-9	-1.6	-1	4	-8	6	-1
COc1ccc(C(=O)Nc2cc(Cl)ccc2Cl)c(OC)n1	27	0.5	7	-5	-0.2	4	9	1	-6	nt
Cc1nn(Cc2c(Cl)cccc2Cl)c(C)c1NC(=O)c1cn(-c2ccccc2)nc1-c1ccccc1	-87	0.2	-5	-4	-3.1	6	1	-4	-3	nt
CC(=O)Nc1ccc(NC(=O)CS(=O)(=O)Cc2ccccc2)cc1	0	-1.5	-9	-5	-2.8	-2	-1	-8	-2	0
Cc1cc2nc(N=C(N)N)nc(C)c2cc1C	-7	-0.3	33	-18	-6.5	-1	2	31	-3	-3
CC(Cc1ccccc1)C(=O)NCCO (configuration not stated)	21	0.2	-1	5	-1.0	1	0	4	1	-1
CS(=O)(=O)N(CC(=O)N1CCOCC1)c1ccc2c3c(cccc13)CC2	13	0.6	-10	-5	-2.7	4	2	2	-3	nt
